# TRPV1 agonist = human TRPV1 agonism; Q8NER1; TRPV1-expressing cells, Fluo-8 calcium influx, agonist mode; activation, % at 8.33 µM; hit rate 0.19% among 320,000; in the data active = activation above about 80%; inconclusive = between about 30% and that limit; note: 0% is about no effect
#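 Fluo-8 calcium influx in TRPV1-expressing cells, kinetic read (ex 480/em 520 nm). Compound added and read 3 min for agonist activity, followed by capsaicin at EC20 final and 2 min further read for enhancement.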
# p53 reactivation = restores transcriptional activity of mutant p53. H1299 p53-A138V BP100-luciferase reporter, luminescence, 24 h. Potency, µM (top dose mostly 92.2 µM), for inactives: at the highest dose activity change, positive = activation, actives largely listed as activators. hit rate 0.063% among 320,000; note: potency is the fitted concentration of half-maximal effect; % of control where 0% means no effect; nearly all actives have a fitted effect of over 45% in size
#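 p53-null H1299 cells stably carrying temperature-sensitive p53-A138V and a BP100-luciferase reporter were pinned with compounds (4-point, 1:5 series) and held 24 hrs at 37 deg C. Luminescence was read 10 min after detection reagent.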
# TSG101-PTAP inh = blocks PTAP/TSG101 interaction to inhibit HIV-1 budding. Q99816. Fluorescence polarization, FITC-PTAP peptide / Tsg101 binding. Potency, µM (highest dose often 115 µM), for inactives: top-dose activity change, negative = inhibition, actives largely listed as inhibitors. 340,000 tested, under 10 active. AID 493005; active = well fitted inhibition curve with a large enough effect in the main read-out, with a control signal flat, not every such curve was filed as active; inconclusive = small, poorly fitted or top-dose-only effect, or effect the other way, or a change in a side signal; inactive = no such curve, though single readings can be large or run the other way; note: potency is the fitted concentration of half-maximal effect; % of control where 0% means no effect
#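 Tsg101 binding domain (10 uM final) was mixed with compound and a FITC-labeled PTAP peptide (50 nM final) in HEPES pH 7.5 buffer with NaCl, Tween 20, EDTA and TCEP; fluorescence polarization was read after 20 min at r.t.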
# B2AR arrestin = recruits beta-arrestin to the human beta2-adrenergic receptor. P07550. beta-arrestin recruitment to beta2AR, cell-based reporter. Potency, µM (highest dose often 46.1 µM), for the others: at the highest dose activation, most hits filed as activators. hit rate 0.02% among 330,000;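 note: potency is the fitted concentration of half-maximal effect; 0% = DMSO controls and full agonism = EC100 isoproterenol or metaproterenol; nearly all actives have a fitted effect of over 65% in size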
# Target sequence (P07550 whole entry, looked up): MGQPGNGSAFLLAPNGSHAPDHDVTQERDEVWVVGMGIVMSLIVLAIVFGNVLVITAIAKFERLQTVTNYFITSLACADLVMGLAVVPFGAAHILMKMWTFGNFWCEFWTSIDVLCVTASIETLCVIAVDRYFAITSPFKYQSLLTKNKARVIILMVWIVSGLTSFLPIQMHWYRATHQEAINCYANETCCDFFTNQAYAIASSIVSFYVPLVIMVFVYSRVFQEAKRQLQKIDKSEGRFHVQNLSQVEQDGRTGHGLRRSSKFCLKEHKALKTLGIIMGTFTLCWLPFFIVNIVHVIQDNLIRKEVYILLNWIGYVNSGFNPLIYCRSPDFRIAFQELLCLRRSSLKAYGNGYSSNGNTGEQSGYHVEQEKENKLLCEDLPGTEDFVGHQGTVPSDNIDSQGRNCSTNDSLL
# Eya2 phos inh = inhibitors of human Eya2 phosphatase activity; O00167; recombinant Eya2, OMFP fluorescence dephosphorylation (OMFP is methylfluorescein phosphate); Potency, µM (titrated, usually from 76.9 µM), for the others: at the highest dose activity, negative = inhibition, most hits filed as inhibitors; hit rate 0.006% among 330,000; AID 488837; note: potency is the fitted concentration of half-maximal effect; % is set by controls: 0 for no effect and ±100 for the full control effect
# Target sequence (O00167 whole entry, looked up): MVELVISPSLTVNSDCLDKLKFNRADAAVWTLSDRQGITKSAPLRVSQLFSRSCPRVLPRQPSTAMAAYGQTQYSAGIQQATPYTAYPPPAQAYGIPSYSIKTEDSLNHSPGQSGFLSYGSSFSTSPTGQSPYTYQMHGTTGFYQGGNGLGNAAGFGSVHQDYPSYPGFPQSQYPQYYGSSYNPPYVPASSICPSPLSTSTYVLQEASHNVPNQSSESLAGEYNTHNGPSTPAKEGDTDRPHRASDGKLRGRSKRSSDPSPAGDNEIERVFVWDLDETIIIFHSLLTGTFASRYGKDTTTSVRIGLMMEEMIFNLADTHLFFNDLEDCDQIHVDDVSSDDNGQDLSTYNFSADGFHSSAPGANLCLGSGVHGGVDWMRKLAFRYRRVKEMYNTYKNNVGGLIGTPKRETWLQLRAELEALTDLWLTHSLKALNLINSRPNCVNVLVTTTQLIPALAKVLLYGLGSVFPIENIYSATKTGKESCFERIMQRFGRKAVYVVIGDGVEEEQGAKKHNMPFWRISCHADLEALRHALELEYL
#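 Eya2 protein (added as 0.2 uM solution) was preincubated with compound for 10 min at ambient temperature in 50 mM HEPES pH 7.5, 50 mM NaCl, 5 uM MgCl2, 0.05% BSA, 1 mM DTT. OMFP (added at 50 uM) then reacted 10 min; fluorescence read at 485/525 nm.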
# uPA surface inh = blocks generation of uPA at the cell surface; cell surface uPA generation assay, qHTS; Potency, µM (top dose mostly 38.3 µM), inactives show top-dose activity change, negative = inhibition, hits mostly inhibitors; hit rate 0.31% among 330,000; AID 540303; active = well fitted inhibition curve with a large enough effect; inconclusive = small, poorly fitted or top-dose-only effect; inactive = no such curve, though single readings can be large or run the other way; tested in mouse RAW 264.7 cells; note: potency is the fitted concentration of half-maximal effect; % is set by controls: 0 for no effect and ±100 for the full control effect; nearly all actives have a fitted effect of over 55% in size
# USP2a inh = inhibitors of human ubiquitin-specific protease USP2a; AID 463254; O75604; Potency, µM (series often up to 38.3 µM), inactives show top-dose activity change, negative = inhibition, actives largely listed as inhibitors; USP2 core, Ub-CHOP2 coupled fluorogenic reporter, 485/531; hit rate 0.01% among 330,000;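 note: potency is the fitted concentration of half-maximal effect; plate controls were DMSO wells for no effect and full inhibition by NEM control for full effect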
#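 USP2 core (10nM final) preincubated 30min RT with compound in 20mM Tris-HCl pH 8.0, 2mM CaCl2, 2mM beta-mercaptoethanol, 0.05% CHAPS; 25nM Ub-CHOP2 plus 25nM reporter substrate added, fluorescence (Ex485/Em531) read after 60min.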
# BRCA1 expr act = increases BRCA1 expression | MCF7-BRCA1-FFLuc reporter, luminescence, 48 h; response scale: scaled: vehicle 0%, 10 µM genistein 100% | Potency, µM (top dose mostly 46.1 µM), for the others: at the highest dose activation, most hits filed as activators | hit rate 1.1% among 380,000 | AID 624202; note: potency is the fitted concentration of half-maximal effect; nearly all actives have a fitted effect of over 80% in size; some results filed as inactive show a strong effect at the top dose
#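 Luminescence from a BRCA1-driven firefly luciferase in MCF7 cells was read after 48 h compound exposure at 37 C. Data normalized against DMSO and a 10microM genistein activation control, then curve-fitted across the titration.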
# Integrin act MD = activates integrin-mediated alleviation for muscular dystrophy | Potency, µM (series often up to 38.3 µM), inactives show top-dose activation, hits mostly activators | hit rate 0.064% among 350,000 | alpha7betagal myoblasts, beta-gal FDG fluorescence, 48 h;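 note: potency is the fitted concentration of half-maximal effect; 100% = response of the positive control SU9516; nearly all actives have a fitted effect of over 60% in size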
#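 alpha7betagal+/- myoblasts (passage 13, 250/well) treated 48 h at 37C with compounds at 1:260 dilution of DMSO stock. Lysed, then beta-galactosidase activity read as FDG fluorescence (ex 480/em 540) after 30 min, with pre-read for autofluorescence.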
# ELG1 genotox = induces genotoxicity in HEK293T cells with luciferase-tagged ELG1; HEK293T ELG1-luciferase reporter, luminescence, 16 h; hit rate 1.3% among 330,000; Potency, µM (top dose mostly 46 µM), without a hit: at the top dose activity change, positive = activation, actives largely listed as activators; note: potency is the fitted concentration of half-maximal effect; % of control where 0% means no effect; nearly all actives have a fitted effect of over 60% in size
#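 16 hr compound incubation (37 °C, 5% CO2) of HEK293T cells carrying luciferase-tagged ELG1; luciferase then measured by ONE-Glo luminescence after 30 min at RT.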
# ASM inhibitor = blocks human secretory acid sphingomyelinase | placental ASM, HMU-PC fluorogenic substrate, 60 min | Potency, µM (top dose mostly 57.5 µM), for inactives: top-dose activity change, negative = inhibition, usual class: inhibitors | hit rate 0.006% among 340,000 | AID 504937; note: potency is the fitted concentration of half-maximal effect
#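 Human placenta-derived ASM enzyme was preincubated with compound for 10 minutes at room temperature, then given fluorogenic substrate HMU-PC0 (9 uM final) for 60 minutes at 37 °C; a pH 10 stop preceded fluorescence reading at Ex 386/Em 447 nm.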
# Numbers without * were called inactive; i = inactive; ? = inconclusive; . = not tested or not shown; [ ] = remark or other dose. Unless noted, calls come from the whole dose curve; as a rule, active = well fitted curve in the direction sought with a large enough effect; inconclusive = small, poorly fitted or top-dose-only effect, or another doubt; inactive = no such curve, though single readings can be large; an effect the other way counts as inactive or inconclusive.
structure | TRPV1 agonist | p53 reactivation | TSG101-PTAP inh | B2AR arrestin | Eya2 phos inh | uPA surface inh | USP2a inh | BRCA1 expr act | Integrin act MD | ELG1 genotox | ASM inhibitor
O=C(NCCc1cccc(Cl)c1)c1cccc([N+](=O)[O-])c1 | ? | 1% | -1% | -0.7% | -2% | 0% | 4% | ? | -5% | 2% | .
CCOC(=O)C1CCN(S(=O)(=O)c2ccc3[nH]c(=O)oc3c2)CC1 | 2 | 0% | -6% | -0.7% | 22% | -7% | -2% | 7% | 8% | -4% | 0%
O=C(CCN1C(=O)C2C3CCC(C3)C2C1=O)Nc1ccc([N+](=O)[O-])cc1 (configuration not stated) | 11 | -7% | -12% | -0.2% | -2% | -2% | -2% | 19% | -8% | -7% | 3%
CC(C)NC(=O)CC(=O)N/N=C/c1ccc(F)cc1 | . | -1% | -4% | -0.4% | 3% | 1% | 3% | 6% | -10% | 0% | 3%
COc1cc(C2C3=C(CCCC3=O)Nc3[nH]n(-c4ccccc4)c(=O)c32)cc(OC)c1OC (configuration not stated) | -1 | 1% | -3% | -0.7% | 4% | 4% | -7% | 7% | -15% | 3% | 1%
CSc1ccc(CN(C)C(=O)CN2C(=O)NC3(CCCC3)C2=O)cc1 | -3 | -2% | -6% | -0.8% | 0% | -4% | 2% | -12% | -1% | -1% | 0%
CCOC(=O)c1c(NC(=O)CSc2n[nH]c(N)n2)sc(CC)c1C | ? | 0% | -10% | 5.6% | -2% | 9% | 0% | -30% | -10% | -1% | -2%
CC(=O)c1ccccc1NC(=O)CSc1nnc2ccccn12 | -5 | 13% | . | -0.2% | -3% | . | -1% | . | . | ? | .
COc1ccc(S(=O)(=O)N2CCCCC2)cc1NC(=O)Cn1cnc2ccccc2c1=O | 0 | -1% | 5% | 0.3% | -16% | -7% | 1% | -4% | 11% | -1% | -3%
CC(Sc1nnc(-c2ccc(Cl)cc2)n1C)C(N)=O (configuration not stated) | 1 | 2% | -9% | 0.3% | -5% | -3% | -2% | 15% | 3% | -2% | -2%
CCCN1C(=O)C(NC(C)=O)c2ccccc21 (configuration not stated) | 2 | 2% | -6% | -0.5% | 19% | . | 0% | 7% | -28% | -7% | 5%
O=[N+]([O-])c1ccc(/C=N/NC(=S)Nc2ccccc2C(F)(F)F)o1 | 0 | 0% | -8% | -1.8% | 6% | 2% | 7% | -31% | -19% | 0% | 0%
Cc1ccc(-c2nnn(CC(=O)N(CC(=O)NC3CCCC3)c3ccc(F)c(Cl)c3)n2)o1 | -2 | 23% | -1% | -0.4% | -1% | -3% | -1% | -23% | -10% | 11% | -4%
Cc1cc(CSc2ccccc2)ccc1NC(=O)c1ccc(Br)cc1 | 22 | 4% | 6% | 0.0% | 0% | 3% | -3% | -11% | -12% | 5% | -4%
O=C(CC1NC(=O)NC1=O)NC1(C(=O)NC2CCCCC2)CCCCC1 (configuration not stated) | -3 | 1% | -4% | -0.1% | 11% | 3% | 0% | 0% | 3% | 0% | 1%
Cc1c(C)n(CCc2ccccc2)c2ncnc(NN)c12 | 0 | ? | -2% | -0.6% | -1% | -6% | 0% | 26% | 18% | -3% | 6%
CCCNC(=O)c1c(N)n(-c2ccc(S(N)(=O)=O)cc2)c2nc3ccccc3nc12 | 4 | 3% | 0% | -0.2% | 3% | 0% | 2% | -23% | -21% | 8% | i
CCN1CCc2c(sc(NC(=S)NC(=O)c3ccccc3)c2C#N)C1 | . | 8% | -3% | -0.2% | 0% | 3% | 5% | 74% | 18% | 3% | 12%
COc1cc(C2CC(c3cccnc3)=NN2c2ccc(F)cc2)cc(OC)c1OC (configuration not stated) | 5 | -2% | -5% | 0.0% | -3% | -1% | 0% | -10% | 15% | ? | .
Cc1cccc(NC2CNC(=O)NC2=O)c1 (configuration not stated) | . | . | -2% | . | . | 0% | . | -11% | 0% | . | 7%
CC1CCC2(CC1)NC(=O)N(CC(=O)NCc1cccs1)C2=O (configuration not stated) | -1 | -5% | 2% | -0.1% | -10% | -2% | 5% | -6% | -1% | -3% | 6%
N#C/C(=C\c1c[nH]c2ccccc12)C(=O)Nc1ncc(Cc2ccc(Cl)cc2Cl)s1 | ? | -37%[inhibitor] | 1% | -0.2% | -3% | -3% | 0% | -58% | -29% | -3% | 10%
CCOC(=O)CCN | -2 | 7% | 0% | 0.4% | 22% | 10% | 4% | 4% | 8% | 0% | -1%
CCSc1nnc(C)c2ccccc12 | 0 | 3% | -6% | -0.4% | 6% | -2% | 2% | 31% | 1% | 4% | -3%
CCOc1ccc(-c2[nH]ncc2-c2ccc(Cl)cc2)c(O)c1 | 3 | -5% | -9% | -0.7% | 3% | 19% | 1% | -12% | -4% | -2% | -22%

# Another view of eight compounds above:
# Values run as follows: TRPV1 agonist, p53 reactivation, TSG101-PTAP inh, B2AR arrestin, Eya2 phos inh, uPA surface inh, USP2a inh, BRCA1 expr act, Integrin act MD, ELG1 genotox, ASM inhibitor
CC(=O)c1ccccc1NC(=O)CSc1nnc2ccccn12
  -5, 13%, ., -0.2%, -3%, ., -1%, ., ., ?, .
COc1ccc(S(=O)(=O)N2CCCCC2)cc1NC(=O)Cn1cnc2ccccc2c1=O
  0, -1%, 5%, 0.3%, -16%, -7%, 1%, -4%, 11%, -1%, -3%
CC(Sc1nnc(-c2ccc(Cl)cc2)n1C)C(N)=O (configuration not stated)
  1, 2%, -9%, 0.3%, -5%, -3%, -2%, 15%, 3%, -2%, -2%
CCCN1C(=O)C(NC(C)=O)c2ccccc21 (configuration not stated)
  2, 2%, -6%, -0.5%, 19%, ., 0%, 7%, -28%, -7%, 5%
O=[N+]([O-])c1ccc(/C=N/NC(=S)Nc2ccccc2C(F)(F)F)o1
  0, 0%, -8%, -1.8%, 6%, 2%, 7%, -31%, -19%, 0%, 0%
Cc1ccc(-c2nnn(CC(=O)N(CC(=O)NC3CCCC3)c3ccc(F)c(Cl)c3)n2)o1
  -2, 23%, -1%, -0.4%, -1%, -3%, -1%, -23%, -10%, 11%, -4%
Cc1cc(CSc2ccccc2)ccc1NC(=O)c1ccc(Br)cc1
  22, 4%, 6%, 0.0%, 0%, 3%, -3%, -11%, -12%, 5%, -4%
O=C(CC1NC(=O)NC1=O)NC1(C(=O)NC2CCCCC2)CCCCC1 (configuration not stated)
  -3, 1%, -4%, -0.1%, 11%, 3%, 0%, 0%, 3%, 0%, 1%

# New compounds follow
structure | TRPV1 agonist | p53 reactivation | TSG101-PTAP inh | B2AR arrestin | Eya2 phos inh | uPA surface inh | USP2a inh | BRCA1 expr act | Integrin act MD | ELG1 genotox | ASM inhibitor
N/C(=N\OC(=O)CSc1ccccc1)c1ccc([N+](=O)[O-])cc1 | 5 | ? | -9% | 0.2% | -1% | ? | 3% | 11µM* | 3% | ? | 0%
COc1ccc(/C=C2\CN(Cc3ccccc3)C/C(=C\c3ccc(OC)c(O)c3)C2=O)cc1O | -2 | -24% | -3% | -0.1% | ? | -18% | 1% | -94%[inhibitor] | -58%[inhibitor] | -11% | ?
COC(=O)c1ccc(NC(=O)c2cc[n+](Cc3ccccc3)cc2)cc1 | 4 | 5% | -3% | -0.5% | 3% | -37% | -1% | 0% | -35% | 0% | 0%
c1ccc(-c2csc(-n3cnnn3)n2)cc1 | 0 | 1% | -1% | 0.2% | 6% | -2% | 6% | -5% | -4% | 0% | -2%
O=C(Nc1cccc(Cl)c1)N1CCSc2cc(Cl)ccc21 | 27 | 22% | -5% | -1.1% | 25% | . | -1% | -24% | 8% | -2% | -7%
CCOC(=O)c1ccc(NC(=O)NNS(=O)(=O)c2cc(OC)ccc2OC)cc1 | -4 | 6% | -1% | 0.6% | 12% | -2% | 2% | -2% | 1% | 4% | 0%
NCCCC[C@H]1CNC(=O)C(=O)N1CCCCC1CCCCC1 | 4 | -5% | -1% | -0.4% | 4% | 7% | 0% | -2% | 2% | 1% | 3%
Cc1nnc(NC(=O)CCC(=O)NCc2ccco2)s1 | 0 | 3% | -2% | -1.9% | 10% | 3% | 4% | 21% | 18% | -5% | 0%
O=c1c2ccccc2c(C=Nc2cccc(S(=O)(=O)NCc3ccco3)c2)c(O)n1-c1ccc(Cl)cn1 | 2 | -25% | -1% | 0.0% | -2% | 1% | -12% | -19% | -29% | -1% | -6%
CSc1ccccc1C(=O)N1CCC(CCC(=O)NC2CC2)CC1 | -7 | 3% | 0% | -0.2% | -6% | 7% | -4% | 0% | 24% | 0% | i
Cn1c(Cc2ccccc2)nnc1SCC(=O)N1CCCCC1 | -2 | 2% | -5% | -0.7% | -6% | 0% | -2% | 6% | -9% | -1% | 6%

# Screening results as filed in PubChem.
